# Screening results (PubChem)
# CIT2 TOR yeast – modulators of CIT2-GFP expression in yeast, primary screen, S. cerevisiae, GFP fusion, multiplex flow cytometry, MLPCN library. GFP response vs DMSO, % at 10 µM. S. cerevisiae CIT2-GFP strain, 3 h; 100 means same as DMSO wells. 320,000 compounds, 0.065% hits;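 active means GFP response relative to DMSO above a set limit, near the screen mean plus 3 SD, cut at about 150% in these data; inconclusive means Fewer than 70 cells measured for a yeast strain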;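 further: ratio of well median GFP fluorescence to mean of DMSO wells on the plate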
# procasp3 activ – activators of human procaspase-3 D3A mutant, primary screen, biochemical, absorbance, PC-3 D3A mutant, single concentration | Caspase-3 (Homo sapiens), P42574 | recombinant procaspase-3 D3A, Ac-DEVD-pNA absorbance 405 nm | activation, % at 8.5 µM | 330,000 compounds, 0.11% hits | AID 463141, 2010;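 active means activation above the mean of all tested compounds plus 3 SD, cut at about 21% in these data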;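 further: 0% = DMSO alone and 100% = DMSO wells spiked with extra 5 µM PC-3 D3A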
# Target sequence (P42574 whole entry D9A/D28A/D175A): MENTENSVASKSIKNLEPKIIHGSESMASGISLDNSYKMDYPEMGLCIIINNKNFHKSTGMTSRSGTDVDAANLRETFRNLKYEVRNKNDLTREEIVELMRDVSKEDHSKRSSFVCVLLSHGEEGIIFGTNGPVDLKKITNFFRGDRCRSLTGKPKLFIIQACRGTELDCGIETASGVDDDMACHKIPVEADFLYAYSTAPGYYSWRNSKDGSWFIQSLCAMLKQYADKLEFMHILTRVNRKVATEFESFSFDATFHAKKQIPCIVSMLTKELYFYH
#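 Technique: 405 nm absorbance of p-nitroaniline, reads at 0 and 120 min; Test system: Procaspase-3 D3A mutant; Incubation: 1 h enzyme-compound preincubation, then 2 h substrate reaction, 25 °C; Repeats: singlicate, each compound tested once; Benchmarks: low control DMSO wells, high control DMSO plus 5 µM PC-3 D3A.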
# AHR activator – AHR activators, primary screen, cell-based, luminescence, luciferase reporter, human; AHR-responsive luciferase reporter cells; activation, % at 5 µM; 320,000 compounds, 2.5% hits; AID 2796, 2010; in the data active means activation above about 47%;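 further: 0% = vehicle wells and 100% = reference agonist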
# MEP2-GFP yeast – modulators of MEP2-GFP levels in yeast, primary screen, S. cerevisiae, multiplex flow cytometry, MLPCN library | S. cerevisiae MEP2-GFP strain, 3 h; 100% = DMSO control level | GFP response vs DMSO, % at 10 µM | 330,000 compounds, 0.51% hits;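 active means GFP response versus DMSO above a set limit, roughly screen mean plus 3 SD, cut at about 180% in these data; inconclusive means fewer than 70 cells counted for a yeast strain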;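 further: median GFP fluorescence of the barcode-gated MEP2-GFP cells per well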
# AGP1 TOR yeast – modulators of AGP1-GFP expression in yeast TOR pathway, primary screen, cell-based, multiplex flow cytometry, S. cerevisiae, MLPCN library; 3 h; GFP as percent of DMSO wells; 320,000 compounds, 0.02% hits; AID 2066, 2009; GFP response vs DMSO, % at 10 µM;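 active means GFP response relative to DMSO above a set limit, near screen average plus 3 SD, cut at about 150% in these data; inconclusive means fewer than 70 cells counted for the yeast strain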;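 further: median GFP channel fluorescence of the gated AGP1 strain per well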
# proCasp7 act – procaspase-7 activators, primary screen, counter-screen for procaspase-3 activator project, biochemical, absorbance, HTS, human | Caspase-7 (Homo sapiens), P55210 | recombinant procaspase-7, Ac-DEVD-pNA absorbance 405 nm; D23A/D198A/D206A triple mutant, cannot self-cleave; scale: DMSO 0, 5 µM enzyme 100 | activation, % at 8.5 µM | 330,000 compounds, 0.093% hits;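 active means percent activation above the screen-wide mean plus 3 SD, cut at about 25% in these data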
# Target sequence (P55210 whole entry D23A/D198A/D206A): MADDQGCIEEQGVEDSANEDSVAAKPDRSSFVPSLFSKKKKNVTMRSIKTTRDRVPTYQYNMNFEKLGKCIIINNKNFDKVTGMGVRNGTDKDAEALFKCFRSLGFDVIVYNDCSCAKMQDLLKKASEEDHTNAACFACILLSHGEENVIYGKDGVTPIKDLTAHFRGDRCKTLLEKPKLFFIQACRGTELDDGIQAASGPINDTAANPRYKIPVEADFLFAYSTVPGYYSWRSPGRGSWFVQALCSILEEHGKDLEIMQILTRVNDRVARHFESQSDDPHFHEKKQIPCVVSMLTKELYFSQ
#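 Test system: Procaspase-7 triple mutant (PC-7 D3A). Also added: Ac-DEVD-pNA substrate, 400 µM as added. Schedule: 1 h enzyme–compound preincubation and 2 h substrate reaction, both 25 °C. Signal: p-Nitroaniline absorbance at 405 nm, read at 0 and 120 min. Control set: low DMSO alone, high DMSO plus 5 µM PC-7.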
# LAP4 TOR yeast – modulators of LAP4-GFP expression in yeast, primary screen, S. cerevisiae, multiplex flow cytometry, MLPCN library | 3 h; median GFP as percent of DMSO wells | GFP response vs DMSO, % at 10 µM | 320,000 compounds, 0.34% hits | AID 2023, 2009;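 active means GFP response vs DMSO above a set limit, about the screen mean plus 3 SD, cut at about 150% in these data; inconclusive means under 70 cell events counted for the yeast strain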
# RPL19A-GFP yeast – RPL19A-GFP expression modulators in yeast, primary screen, cell-based, S. cerevisiae, multiplex flow cytometry, MLPCN. S. cerevisiae RPL19A-GFP strain, 3 h; stronger effect = lower value. percent response vs DMSO, % at 10 µM. 330,000 compounds, 0.3% hits;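 active means percent response vs DMSO below 50%; inconclusive means fewer than 70 events counted for the yeast strain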;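 further: median channel GFP fluorescence of the barcoded RPL19A-GFP strain; ratio of sample median GFP to plate DMSO average so 100% = DMSO; lower means less RPL19A-GFP as with rapamycin TOR inhibition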
# * hit, by the source's call; ? = inconclusive; . = no result given.
SMILES,CIT2 TOR yeast,procasp3 activ,AHR activator,MEP2-GFP yeast,AGP1 TOR yeast,proCasp7 act,LAP4 TOR yeast,RPL19A-GFP yeast
O=C1C(=O)N(CCN2CCOCC2)C(c2cccnc2)/C1=C(/O)c1ccc(Cl)cc1 (configuration not stated),97.1,-7.1,-0.3,99.6,97.8,8.4,101.3,96.4
Cc1cc(S(=O)(=O)NCC(C)C)ccc1OCC(=O)NCc1ccco1,92.0,-1.2,1.5,99.8,95.2,-2.2,102.1,97.3
CCCCNC(=S)Nc1ccccc1Cc1ccccc1,96.2,0.5,-0.2,96.6,101.9,-8.7,111.3,96.4
CCc1ccc(NC(=O)CSc2nnnn2C)cc1,109.4,1.4,25.9,105.5,98.6,3.2,92.2,99.8
CC(=O)N1CCN(c2ccc(NCc3ccc(F)cc3)cc2)CC1,105.6,-4.9,1.7,107.4,106.3,-12.0,102.2,101.3
CCC(C)N(C(=O)CN1C(=O)NC2(CCc3ccccc32)C1=O)C1CCS(=O)(=O)C1 (configuration not stated),100.8,5.7,9.5,107.4,112.0,13.2,102.1,104.1
COc1ccccc1C(=O)OCC(=O)c1cccc([N+](=O)[O-])c1,89.8,0.4,0.9,100.8,92.1,1.5,87.9,97.2
CC1(C)Cc2nc(N)c(=O)sc2C1,90.6,5.2,-1.6,103.8,89.5,2.6,89.7,88.9
COc1ccc(C)cc1S(=O)(=O)N1CCCC(C(=O)N2CCOCC2)C1 (configuration not stated),102.9,-1.4,-2.6,97.6,104.6,8.0,95.3,106.0
CNC(=O)[C@@H]1C[C@H]1[C@@H](NC(=O)OCc1ccccc1)c1ccccc1,114.0,2.4,-1.3,95.5,89.4,-8.9,131.5,107.6
COc1ccc(OC)c(S(=O)(=O)n2nnc3cc(Cl)ccc32)c1,97.6,-0.1,1.9,101.3,101.0,3.1,98.9,98.5
CCSc1nnc(NC(=O)/C=C/c2ccc3c(c2)OCO3)s1,97.6,5.0,22.1,98.2,90.5,5.0,82.5,98.2
Cc1ccc(C(=O)c2c3ccc([N+](=O)[O-])cc3[n+]([O-])n2CCCC(N)=O)cc1,103.5,-1.7,25.4,103.7,100.5,-3.8,114.1,102.5
O=C(c1cc2ccccc2c(=O)o1)N1CCCC1,105.8,-0.3,0.3,93.3,95.5,0.2,93.1,102.9
CC1Nc2nc(N(C)C)[nH]c(=O)c2NC1C (configuration not stated),?,-12.5,5.2,?,?,-0.1,?,?
O=C1c2ccccc2-c2onc3ccc(NCCCn4ccnc4)c1c23,106.9,-10.1,59.6*,106.0,104.3,-11.0,106.3,100.7
COc1ccccc1C(=O)COC(=O)CNS(=O)(=O)c1ccc(C)c(C)c1,92.1,5.3,1.4,102.1,109.1,1.8,116.0,100.4
COC(=O)c1ccc(CO/N=C2\CCCc3nonc32)cc1,91.8,1.3,5.5,102.0,88.3,2.5,96.5,100.5
O=C1c2ccsc2SCCN1Cc1ccc(Cl)cc1Cl,77.0,10.3,-2.5,94.5,94.2,-6.8,120.4,94.8
CCn1c(CCNC(=O)c2cccs2)nnc1SCC(=O)Nc1nc(-c2ccccc2)cs1,95.1,1.4,14.7,92.9,99.3,-0.9,99.8,105.6
CCc1nnc(NC(=O)C2CC(=O)N(CCc3ccccc3)C2)s1 (configuration not stated),.,2.5,-1.0,97.4,92.4,17.6,87.0,95.4
CN(c1ccccc1)S(=O)(=O)c1ccc(C(=O)OCC(=O)NCc2ccco2)cc1,102.4,-5.4,-0.9,105.3,101.5,6.0,96.2,99.3
C/C(=N\N=C(/N)SC1CC(=O)N(c2ccc(Cl)cc2)C1=O)c1cccs1 (configuration not stated),98.0,-6.4,8.0,102.6,101.6,4.0,92.9,95.4
COc1ccccc1Cn1c(=O)[nH]c2cccnc21,107.7,-5.0,2.2,108.4,100.3,3.8,98.3,100.5
CCc1nn(C(C)C(=O)NCc2ccc(Cl)cc2)c(=O)c2cc3occc3n12 (configuration not stated),105.2,6.8,1.3,104.9,103.6,-4.5,109.5,102.2
Cc1ccc(Cl)cc1NC(=O)C(=O)N1CCCCC1,110.1,6.9,-0.8,111.6,96.8,-4.2,88.8,105.7
O=C(CNC(=O)C12CC3CC(CC(C3)C1)C2)OCC(=O)N1CCCCC1,109.2,6.7,1.4,94.0,107.4,6.0,105.7,102.7
CCOC(=O)c1c(C)oc2c1c(C(c1cccnc1)N1CCOCC1)c(O)c1ccccc12 (configuration not stated),72.4,-0.8,9.2,85.4,76.8,-2.8,159.9*,80.4
COc1ccc2c(c1)O/C(=C\c1ccco1)C2=O,101.8,-21.1,2.1,91.1,96.4,-10.1,98.4,91.0
COc1ccc(C(C)NC(=O)Cc2cccs2)cc1 (configuration not stated),100.0,-5.7,-0.9,100.8,102.8,-1.8,99.0,100.6
NNS(=O)(=O)c1ccc(Cc2ncc(C(F)(F)F)cc2Cl)s1,112.8,-4.4,5.1,110.3,111.0,-8.0,90.6,100.1
COc1cc(/C=C/C(=O)O)ccc1S(=O)(=O)N1CCCc2ccccc21,100.0,0.4,3.2,105.2,101.2,9.2,95.5,104.8
CCn1cc(C(=O)N2CCN(C3CCCCC3)CC2)c2cc(OC)c(OC)cc2c1=O,96.4,-0.7,9.8,96.0,97.3,-6.9,91.8,94.9
COc1ccc(F)cc1S(=O)(=O)n1nnc2ccccc21,90.0,-6.9,1.7,87.8,90.7,-6.4,95.4,102.6
Cc1ccc2c(c1)C=CC(C)N2C(=O)c1ccccc1 (configuration not stated),85.1,-1.0,10.2,91.9,89.0,2.4,97.6,95.6
Cc1ccc(CN2CCN(Cc3ccc(OC(C)C)cc3)CC2CCO)o1 (configuration not stated),100.1,-2.8,1.4,101.2,103.8,1.0,93.5,97.6
COC(=O)COc1ccc(NC(=O)c2ccco2)cc1,97.3,4.9,2.8,98.2,99.9,-3.2,102.0,97.7
CCN1CCN(c2ccc(S(=O)(=O)N3CCCCC3)cc2NC(=O)/C=C/c2ccc(OC)c(OC)c2)CC1,105.6,-9.7,-0.6,97.5,100.1,4.2,97.2,95.9
O=P(O)(CP(=O)(c1ccccc1)c1ccccc1)c1ccccc1O,105.6,-8.7,1.9,102.8,105.4,-2.6,102.8,101.1
O=C1CC(N2CCN(C3CCc4ccccc4C3)CC2)C(=O)N1c1ccccc1 (configuration not stated),93.8,-5.5,1.5,95.7,95.4,9.3,90.3,93.3

# Marked active in LAP4 TOR yeast (from the list above):
SMILES | CIT2 TOR yeast | procasp3 activ | AHR activator | MEP2-GFP yeast | AGP1 TOR yeast | LAP4 TOR yeast | RPL19A-GFP yeast
CCOC(=O)c1c(C)oc2c1c(C(c1cccnc1)N1CCOCC1)c(O)c1ccccc12 (configuration not stated) | 72.4 | -0.8 | 9.2 | 85.4 | 76.8 | 159.9* | 80.4

# Next part:
SMILES,CIT2 TOR yeast,procasp3 activ,AHR activator,MEP2-GFP yeast,AGP1 TOR yeast,proCasp7 act,LAP4 TOR yeast,RPL19A-GFP yeast
Cc1cc(C)nc(N2CCCC(C(=O)NC3CC3)C2)n1 (configuration not stated),107.6,1.5,2.1,112.4,107.3,7.9,115.2,104.2
CSCCC(C(=O)N1C[C@]2(C)C[C@H]1CC(C)(C)C2)N1C(=O)c2ccccc2C1=O (some centres not stated),102.0,6.6,-2.3,100.2,103.6,11.0,94.0,101.5
Cc1cc(C)nc(N2CCC(C(=O)NNC(=O)c3ccccc3)CC2)n1,101.1,3.6,-0.3,101.4,102.6,4.8,99.5,99.8
COc1ccc(N=Nc2cc(-c3ccccc3)ccc2O)cc1,107.5,9.7,36.2,89.1,85.5,-13.5,87.1,98.1
O=C(CCCc1nc(-c2ccccc2Cl)no1)NC1CCCCC1,101.0,4.4,-0.6,109.2,108.7,10.8,106.7,102.8
CCOc1ccc(S(=O)(=O)N2CCCCC2)cc1NC(=O)Cc1ccsc1,110.6,0.8,2.2,104.1,111.1,0.8,98.9,105.3
CC1CCCCC1NC(=O)c1cccc(S(=O)(=O)N2CCN(Cc3ccccc3)CC2)c1 (configuration not stated),98.2,-2.5,1.5,93.2,103.5,13.4,108.2,94.8
Cc1ccnc(SCC(=O)Nc2sccc2C#N)n1,108.8,7.5,13.9,104.6,99.5,-13.0,96.5,104.6
CCOC(=O)CC1(c2ccc(OC)c(OC)c2)C(=O)c2ccccc2C1=O,98.3,10.9,-1.5,99.9,104.8,-0.7,115.1,97.4
CC(C)=CCC/C(C)=C/CC(C)(C)CNCCN1CCNCC1,99.2,1.0,0.4,105.8,106.1,2.9,96.8,102.2
COc1ccc(NC(=O)NN2CCN(C)CC2)cc1,79.1,.,.,101.5,81.8,.,77.4,106.9
COc1cccc(NC(=O)Cn2c(=O)oc3ccccc32)c1,102.2,3.5,-2.8,98.8,98.7,4.2,99.9,.
C=CC[C@@H](CC(=O)N[C@H](CO)Cc1ccccc1)C(=O)N[C@@H](COC(=O)[C@@H](CC=C)Cc1ccc(F)cc1)Cc1ccccc1,105.7,-0.4,1.9,94.9,100.9,11.2,92.5,96.8
CC(NC(=O)COc1cccc(Br)c1)C(=O)O (configuration not stated),100.2,0.8,1.1,97.9,100.7,7.3,95.7,99.2
C/C(CC1CC(COCCC(C)C)OC1=O)=N\NC(N)=S (configuration not stated),102.8,-0.7,-3.5,96.5,97.7,0.7,97.0,94.3
COc1cccc(-c2c(C#N)c(SC)nc3cc(C)nn23)c1,96.7,-1.4,3.3,97.7,104.5,-0.7,111.1,92.3
Cc1cc(C)cc(NC(=O)CSc2ccc(-c3ccccn3)nn2)c1,138.1,4.8,17.1,103.5,106.9,5.7,98.3,95.0
COCCCNC(=O)c1cc2c(=O)n3cccc(C)c3nc2n(C(C)C)c1=N,92.1,-6.8,18.9,126.4,92.2,-8.6,95.1,62.9
Cc1ccnc(N2CCC(C(=O)NNC(=O)c3ccncc3)CC2)n1,102.0,2.3,0.2,94.8,94.9,5.5,84.2,94.3
COc1ccc(CCCC(=O)N/N=C\c2cccs2)cc1,87.9,-1.1,12.0,86.6,103.4,3.2,103.0,102.6
CCN1CCN(CCOCCOc2ccccc2-c2ccccc2)CC1,93.9,-0.4,-1.1,97.5,95.5,6.4,88.0,99.4

# Among those listed so far, these have a COOH group.
SMILES,CIT2 TOR yeast,procasp3 activ,AHR activator,MEP2-GFP yeast,AGP1 TOR yeast,proCasp7 act,LAP4 TOR yeast,RPL19A-GFP yeast
COc1cc(/C=C/C(=O)O)ccc1S(=O)(=O)N1CCCc2ccccc21,100.0,0.4,3.2,105.2,101.2,9.2,95.5,104.8
CC(NC(=O)COc1cccc(Br)c1)C(=O)O (configuration not stated),100.2,0.8,1.1,97.9,100.7,7.3,95.7,99.2

# Rows are unselected. Share with any hit: about 3.5%.
